Bioassay records as filed in PubChem BioAssay.
EPAC2 agonist: agonists of human EPAC2 (RAPGEF4); Q8WZA2; actives 0.079% (n = 360,000); Potency, µM (top dose mostly 154 µM), for inactives: top-dose activation, hits mostly activators; EPAC2 activation, biochemical qHTS; response scale: 100% = 6.5 mM cAMP response; AID 720711; further: potency means the concentration at half of the fitted maximal effect; nearly all actives have a fitted effect of over 50% in size
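Readout is BODIPY fluorescence (480 nm excitation, 540 nm emission), which falls as labeled GDP is exchanged off Rap1B. EPAC2 at 100 nM acted on 250 nM RAP1B-BODIPY-GDP with 50 uM GDP present.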
EPAC1 agonist: agonists of human EPAC1; Potency, µM (highest dose often 154 µM), for the others: at the highest dose activation, actives largely listed as activators; actives 0.073% (n = 360,000); EPAC1 agonist qHTS, biochemical assay; response scale: 100% = response to 6.5 mM cAMP; further: potency means the concentration at half of the fitted maximal effect; nearly all actives have a fitted effect of over 60% in size
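EPAC1 100 nM, Rap1B–BODIPY-GDP 250 nM, unlabeled GDP 50 uM; compound titration; 5 min RT; kinetic read ex480/em540 at 5-min intervals ×30 min; data normalized to 6.5 mM cAMP agonist control.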
WRN helicase inh: blocks human WRN helicase. Q14191. WRN helicase unwinding, fluorescent forked duplex, kinetic. Potency, µM (highest dose often 114 µM), without a hit: at the top dose activity change, negative = inhibition, most hits filed as inhibitors. actives 0.46% (n = 360,000); further: potency means the concentration at half of the fitted maximal effect; on the % scale 0 is the no-effect control and ±100 the full control effect; nearly all actives have a fitted effect of over 55% in size
Target sequence (Q14191 whole entry, looked up): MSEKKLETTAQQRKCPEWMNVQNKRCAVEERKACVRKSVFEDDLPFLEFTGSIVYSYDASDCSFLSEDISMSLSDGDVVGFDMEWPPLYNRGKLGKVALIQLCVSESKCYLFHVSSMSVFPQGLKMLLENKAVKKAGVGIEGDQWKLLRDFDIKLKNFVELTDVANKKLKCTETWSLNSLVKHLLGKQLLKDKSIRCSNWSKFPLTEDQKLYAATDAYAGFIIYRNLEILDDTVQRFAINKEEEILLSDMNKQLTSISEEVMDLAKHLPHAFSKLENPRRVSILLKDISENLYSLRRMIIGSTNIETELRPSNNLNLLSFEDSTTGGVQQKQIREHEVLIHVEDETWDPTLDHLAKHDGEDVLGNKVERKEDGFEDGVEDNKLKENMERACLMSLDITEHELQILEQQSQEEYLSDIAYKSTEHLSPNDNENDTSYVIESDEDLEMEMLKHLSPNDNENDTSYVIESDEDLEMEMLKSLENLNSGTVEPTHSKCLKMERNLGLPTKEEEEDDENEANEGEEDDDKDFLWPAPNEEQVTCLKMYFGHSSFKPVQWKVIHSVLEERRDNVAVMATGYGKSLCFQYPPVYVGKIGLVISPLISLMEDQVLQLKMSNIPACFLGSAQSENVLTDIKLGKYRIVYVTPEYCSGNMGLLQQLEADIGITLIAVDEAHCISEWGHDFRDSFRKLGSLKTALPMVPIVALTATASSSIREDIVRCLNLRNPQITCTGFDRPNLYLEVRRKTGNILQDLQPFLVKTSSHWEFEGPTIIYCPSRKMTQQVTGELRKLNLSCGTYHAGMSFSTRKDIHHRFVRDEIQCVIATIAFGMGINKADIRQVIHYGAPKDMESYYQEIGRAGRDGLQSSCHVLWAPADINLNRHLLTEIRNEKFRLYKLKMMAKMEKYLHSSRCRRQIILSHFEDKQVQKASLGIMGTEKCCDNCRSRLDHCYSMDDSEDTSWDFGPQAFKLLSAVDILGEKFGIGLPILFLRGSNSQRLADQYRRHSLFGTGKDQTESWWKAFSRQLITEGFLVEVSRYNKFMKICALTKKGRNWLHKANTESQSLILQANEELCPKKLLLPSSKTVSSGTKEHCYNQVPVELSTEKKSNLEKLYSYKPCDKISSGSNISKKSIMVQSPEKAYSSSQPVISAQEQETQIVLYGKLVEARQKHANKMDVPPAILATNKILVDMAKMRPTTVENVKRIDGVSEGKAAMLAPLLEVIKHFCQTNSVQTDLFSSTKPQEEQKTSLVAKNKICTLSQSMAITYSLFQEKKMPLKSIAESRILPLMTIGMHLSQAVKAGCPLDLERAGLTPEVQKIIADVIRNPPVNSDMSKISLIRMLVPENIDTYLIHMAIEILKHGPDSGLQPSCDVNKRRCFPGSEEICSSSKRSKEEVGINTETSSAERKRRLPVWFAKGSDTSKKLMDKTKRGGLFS
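WRN at 20 nM final preincubated with compound 15 min at room temperature; reaction started with 100 nM fluorophore/quencher forked duplex oligonucleotide and 2 mM ATP final. Unwinding followed kinetically by red fluorescence (ex 525, em 598 nm).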
CCT modulator: changes cytosolic chaperonin activity. purified chaperonin ATPase assay, HTRF ADP detection, 30 min. actives 0.3% (n = 360,000). activity change, % (test concentration not listed), hits read low. AID 651819; in the data active means activity change below about -30%; further: on the % scale 0 is the no-effect control and ±100 the full control effect
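We incubate TRiC, 40 or 20 nM final, with library compounds at 76 uM and 10 uM ATP for 30 min at 37 °C. ADP formed is detected with Transcreener HTRF reagents after 30 min at room temperature.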
IL-2 act: activators of IL-2 | actives 0.065% (n = 360,000) | IL-2 activation reporter assay, cell-based qHTS; stimulated with anti-CD3/CD4/CD28 beads; in transgenic mouse T cells | AID 652025 | activation, % (series mostly up to about 46 µM); in the data active means activation above about 50%; inconclusive means mostly about 30% to 49%; further: 0% is about no effect
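Unstimulated transgenic mouse T cells, 750 per well, received compound and, after 60 minutes, anti-CD3/anti-CD4 bead plus anti-CD28 stimulation. EGFP and DsRed were quantified after 18 hours.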
PI5P4K alpha inh: PI5P4K alpha (human) kinase inhibition; max response, %; actives 1.2% (n = 330,000); PI5P4Kalpha enzyme, ADP-Glo luminescence, 60 min; hits give low values; active means max response of -50% or lower; inconclusive means between -30% and -50%; inactive means -30% or higher; further: value at the top dose of about 77 µM; on the % scale 0 is the no-effect control and ±100 the full control effect
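Single end-point luminescence (ADP-Glo) quantified ADP from PI5P4Kalpha turnover; ATP 5 microM final, 1 h at RT, 0.1% CHAPS and 0.28 mM EGTA in HEPES pH 7.4.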
PLK1 PBD block: blocks phosphopeptide binding to human PLK1 polo-box domain; P53350; Plk1 PBD binding of FITC phosphopeptide, fluorescence polarization; Potency, µM, for the others: max response, negative = inhibition, hits mostly inhibitors; actives 2.8% (n = 360,000); further: potency means the concentration at half of the fitted maximal effect; series mostly up to about 57 µM; on the % scale 0 is the no-effect control and ±100 the full control effect; nearly all actives have a fitted effect of over 65% in size
EPAC1 antagonist: EPAC1 (human) antagonism; O95398; EPAC1 GEF assay, Rap1b-BODIPY-GDP exchange fluorescence; Potency, µM (doses to about 115 µM), without a hit: top-dose activity change, negative = inhibition, usual class: inhibitors; actives 0.14% (n = 360,000);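 further: potency means the concentration at half of the fitted maximal effect; plate controls were vehicle for no effect and positive control for full effect; nearly all actives have a fitted effect of over 50% in size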
Starred values were filed as active, the others as inactive; ? = inconclusive; . = not tested or not shown; [ ] = remark or other dose. Unless noted, the call rests on the fitted dose curve; in most records, active means well fitted curve in the direction sought with a large enough effect; inconclusive means small, poorly fitted or top-dose-only effect, or another doubt; inactive means no such curve, though single readings can be large; an effect the other way counts as inactive or inconclusive. These rows are one share of the data. The share of hits here may be higher or lower than overall.

no.	Molecule	EPAC2 agonist	EPAC1 agonist	WRN helicase inh	CCT modulator
1	CC(C)c1nc2c([nH]1)c(=O)n(C)c(=O)n2C	-5%	5%	8%	0.9
2	O=C(CSc1ncn[nH]1)Nc1c(F)cc(F)cc1Br	2%	-8%	4%	0.2
3	OCCC1CN(Cc2ccccc2-c2ccco2)CCN1Cc1ccsc1 (configuration not stated)	6%	14%	-2%	3.6
4	COc1ccccc1C(=O)NC(=O)COC(=O)CCOc1ccccc1C	2%	-2%	1%	-3.0
5	O=C(Cc1ccccc1)N/N=C\c1ccc(Br)o1	5%	-3%	-1%[11.6 µM]	1.6
6	CC(=O)Nc1ccc(CN2C(=O)C(Cc3ccccc3)ON=C2c2ncccc2C)cc1 (configuration not stated)	3%	0%	6%[57.1 µM]	-1.8
7	C=CCc1c(C)nc(C)nc1N/N=C/c1ccc([N+](=O)[O-])cc1	?	-1%	-4%	2.2
8	C/C(=N\OCC(=O)OC(C)C(=O)Nc1ccc(C)c(S(=O)(=O)N2CCOCC2)c1)c1ccc2c(c1)OCO2 (configuration not stated)	7%	-2%	-2%[11.6 µM]	-0.1

no.	IL-2 act	PI5P4K alpha inh	PLK1 PBD block	EPAC1 antagonist
1	2.3	-3	8%	-19%
2	0.4	0	0%	-5%
3	-0.1	0	-12%	7%
4	-1.7	1	-1%	-3%
5	0.3	.	-7%	4%
6	0.4	5	-6%	-13%
7	0.0	4	-3%	8%
8	0.3	-21	-2%	-3%

Compound profiles, as listed above. Screens in order: EPAC2 agonist | EPAC1 agonist | WRN helicase inh | CCT modulator | IL-2 act | PI5P4K alpha inh | PLK1 PBD block | EPAC1 antagonist
`C=CCc1c(C)nc(C)nc1N/N=C/c1ccc([N+](=O)[O-])cc1` is listed as ? | -1% | -4% | 2.2 | 0.0 | 4 | -3% | 8%
`O=C(CSc1ncn[nH]1)Nc1c(F)cc(F)cc1Br` is listed as 2% | -8% | 4% | 0.2 | 0.4 | 0 | 0% | -5%

Additional records follow.
no.	Molecule	EPAC2 agonist	EPAC1 agonist	WRN helicase inh	CCT modulator
9	CC(NC(=O)/C=C/c1cnc2ccccc2n1)C12CC3CC(CC(C3)C1)C2 (configuration not stated)	0%	-7%	-12%	-0.8
10	COc1ccc(CC(=O)N2CCN(c3ccccc3F)CC2)cc1OC	3%	1%	1%[57.1 µM]	0.6
11	O=C(O)C(Nc1nc(C(F)(F)F)nc2ccccc12)c1ccccc1 (configuration not stated)	6%	7%	-2%	1.1
12	CCCCN1C(=O)C(CC(=O)NCC2CCCCC2)CC(C(=O)N(C)C)=C1C (configuration not stated)	1%	2%	-2%	0.3
13	C[C@@H](NC(=O)[C@@H]1CCCN1C(=O)OC(C)(C)C)c1ccccc1	4%	15%	-5%	-2.3
14	N/C(CN1CCCC1=O)=N\OC(=O)c1ccc(Cl)cc1	6%	-2%	0%	-2.0
15	CC1NC(=O)c2cccnc2-n2c1nc1ccccc1c2=O (configuration not stated)	16%	-14%	-2%	-1.9
16	COc1ccc(-n2cnc3cc([N+](=O)[O-])ccc32)cc1	0%	-2%	-22%[57.1 µM]	1.3

no.	IL-2 act	PI5P4K alpha inh	PLK1 PBD block	EPAC1 antagonist
9	-0.4	-15	-4%	-9%
10	-1.8	-7	5%	-11%
11	-0.4	5	-3%	17%
12	4.1	3	1%	1%
13	-0.1	-4	-4%	2%
14	-1.4	3	-4%	8%
15	-0.1	2	-4%	9%
16	-3.2	-2	-8%	-12%

Part of the list above in order of molar mass, smallest number first.
no.	Molecule	EPAC2 agonist	EPAC1 agonist	WRN helicase inh	CCT modulator
15	CC1NC(=O)c2cccnc2-n2c1nc1ccccc1c2=O (configuration not stated)	16%	-14%	-2%	-1.9
13	C[C@@H](NC(=O)[C@@H]1CCCN1C(=O)OC(C)(C)C)c1ccccc1	4%	15%	-5%	-2.3
2	O=C(CSc1ncn[nH]1)Nc1c(F)cc(F)cc1Br	2%	-8%	4%	0.2
6	CC(=O)Nc1ccc(CN2C(=O)C(Cc3ccccc3)ON=C2c2ncccc2C)cc1 (configuration not stated)	3%	0%	6%[57.1 µM]	-1.8

no.	IL-2 act	PI5P4K alpha inh	PLK1 PBD block	EPAC1 antagonist
15	-0.1	2	-4%	9%
13	-0.1	-4	-4%	2%
2	0.4	0	0%	-5%
6	0.4	5	-6%	-13%

Next part
no.	Molecule	EPAC2 agonist	EPAC1 agonist	WRN helicase inh	CCT modulator
17	N#CC1=C(N)OC2=C(C(=O)CCC2)C1c1cccs1 (configuration not stated)	24%	13%	-29%	-3.4
18	CC(=O)Nc1ccc(S(=O)(=O)N2CCN=C2SCc2ccc(C)cc2)cc1	6%	11%	-7%	-2.3
19	CCCC(=O)Nc1nnc(CC(=O)N2CCCC2)s1	-8%	1%	2%	-3.0
20	Cc1ccnc(N2CCCC(C(=O)NCc3cccs3)C2)n1 (configuration not stated)	-1%	-1%	-2%	-5.0
21	O=P(O)(CCc1ccccc1)C(O)c1ccccc1 (configuration not stated)	19%	3%	5%	-1.8
22	O=C(NCC1CCCO1)c1ccc(Cl)c(S(=O)(=O)N2CCCCC2)c1 (configuration not stated)	1%	6%	-21%	-1.6
23	COc1cc(OC)cc(-c2nnc(SCC(=O)N(C(C)C)C(C)C)o2)c1	4%	-1%	3%	-2.5
24	CC(C)c1cc(C(=O)Nc2ccc3c(c2)OCO3)no1	2%	2%	5%	0.3

no.	IL-2 act	PI5P4K alpha inh	PLK1 PBD block	EPAC1 antagonist
17	1.5	-5	?	-23%
18	-0.2	10	-4%	-5%
19	-1.4	1	-7%	3%
20	-0.5	-1	-2%	-2%
21	-0.4	5	-18%	-19%
22	-2.8	10	-7%	-7%
23	-1.9	.	-1%	10%
24	-3.7	-17	-1%	12%

New compounds follow
no.	Molecule	EPAC2 agonist	EPAC1 agonist	WRN helicase inh	CCT modulator
25	CCOCCCNC(=O)CN1C(=O)c2cccc3cccc1c23	4%	-3%	-10%	1.3
26	CCN(C(=O)c1ccco1)c1nc(CC(=O)Nc2ccc(Cl)cc2)cs1	13%	10%	-8%	0.1
27	O=C(Nc1ccc(S(=O)(=O)Nc2cnc3ccccc3n2)cc1)c1ccc(Cl)cc1Cl	-4%	0%	-11%	-2.4
28	C=CC[C@@H](CC(=O)N[C@@H](CO)Cc1ccccc1)C(=O)N[C@H](COC(=O)[C@@H](CC=C)Cc1ccc(F)cc1)Cc1ccccc1	-5%	8%	9%	-1.3
29	CCOC(=O)c1c(CN2CCOCC2)oc2ccc(OC)cc12	1%	-6%	14%	-4.6
30	CC(=O)N1CCc2c(sc(NC(=O)C3CCN(S(=O)(=O)c4cccs4)CC3)c2C(N)=O)C1	13%	12%	5%	-0.1
31	CC(C)Nc1ncnc2c1ncn2[C@H]1CN(Cc2cccnc2)C[C@@H](CO)O1	10%	9%	13%	0.4
32	Cc1ccccc1C(=O)Nc1cccc(NC(=O)c2ccccc2[N+](=O)[O-])c1	3%	9%	-4%	1.1

no.	IL-2 act	PI5P4K alpha inh	PLK1 PBD block	EPAC1 antagonist
25	2.5	4	-15%	?
26	0.8	.	-5%	-4%
27	0.3	-5	-14%	-10%
28	-0.7	-2	-5%	-2%
29	0.5	0	-3%	15%
30	0.9	-4	-2%	-13%
31	-0.5	1	-9%	-16%
32	-2.9	5	-1%	-12%

New compounds follow.
no.	Molecule	EPAC2 agonist	EPAC1 agonist	WRN helicase inh	CCT modulator
33	CC(=O)c1cccc(OCc2cc(C(=O)N3CCC(N4CCCCC4)CC3)no2)c1	3%	4%	-6%	0.0
34	CCN(CC)CC(=O)Nc1sc2c(c1C(=O)c1ccccc1C)CCC2	2%	-6%	-17%	-0.4
35	O=C(O)c1ccccc1NS(=O)(=O)c1ccc2c(c1)OCCO2	1%	-9%	7%	1.8
36	O=C(/C=C/c1ccccc1)c1ccc2c(c1)OCO2	-1%	-2%	-12%	-0.6
37	C=CCNC(=O)c1ccc(CN(c2ccc(OCC)cc2)S(=O)(=O)c2ccc(C)cc2)cc1	12%	11%	-6%	0.2
38	CC(=O)SC(C)CC(=O)NCc1ccccc1 (configuration not stated)	13%	10%	-2%	-1.6
39	COC(=O)c1sc2ccccc2c1NC(=O)c1ccc(S(=O)(=O)N2CCCC(C)C2)cc1 (configuration not stated)	11%	-8%	11%	-0.7
40	C[C@@H]1CN([C@H](C)CO)S(=O)(=O)c2ccc(Br)cc2O[C@H]1CN(C)S(C)(=O)=O	-5%	-5%	6%	-0.8

no.	IL-2 act	PI5P4K alpha inh	PLK1 PBD block	EPAC1 antagonist
33	-0.5	0	-11%	8%
34	-0.1	16	-15%	?
35	-0.2	-1	2%	10%
36	-0.1	-2	-8%	?
37	-0.4	12	0%	-13%
38	0.6	.	-12%	5%
39	-2.1	-1	3%	-9%
40	1.3	1	2%	-1%

(continued)
no.	Molecule	EPAC2 agonist	EPAC1 agonist	WRN helicase inh	CCT modulator
41	CCN(CC)S(=O)(=O)c1ccc(NC(=S)NC(=O)C(C)C)cc1	-15%	6%	-5%	-3.6
42	COc1cc2[nH]c(=S)nc(NCc3cccc(Cl)c3)c2cc1OC	-9%	-12%	-7%	-12
43	CCOC(=O)C(CC)Sc1nc2c(c(=O)[nH]c(=O)n2C)n1C/C=C(/C)Cl (configuration not stated)	-5%	-5%	-27%	0.5
44	Cc1ccccc1C(=O)Nc1ccc(CN2CCOCC2)cc1	15%	10%	0%	-1.1
45	CC(C(=O)NC1CCCC1)n1c(C2CC2)nc2ccccc21 (configuration not stated)	9%	8%	1%	.

no.	IL-2 act	PI5P4K alpha inh	PLK1 PBD block	EPAC1 antagonist
41	-0.6	11	-6%	0%
42	-0.5	?	-16%	-24%
43	-3.7	-53*	2.7µM*	-1%
44	0.6	0	-7%	-30%
45	0.0	5	-5%	-4%
